# TLR9-MyD88 inh: inhibitors of TLR9-MyD88 association in cells, primary screen, cell-based, CHO, BLA complementation, fluorescence; Toll-like receptor 9 (Homo sapiens) + Myeloid differentiation primary response protein …; CCF4 FRET ratio; inhibition, % at 4.98 µM; actives 0.21% (n = 340,000); AID 504734, 2011;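 active means inhibition above the mean over all tested compounds plus 3 SD, cut at about 21% in these data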;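 further: 0% = DMSO only wells and 100% = clavulanate BLA inhibitor control wells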
# Target sequence (Q99836 whole entry, looked up): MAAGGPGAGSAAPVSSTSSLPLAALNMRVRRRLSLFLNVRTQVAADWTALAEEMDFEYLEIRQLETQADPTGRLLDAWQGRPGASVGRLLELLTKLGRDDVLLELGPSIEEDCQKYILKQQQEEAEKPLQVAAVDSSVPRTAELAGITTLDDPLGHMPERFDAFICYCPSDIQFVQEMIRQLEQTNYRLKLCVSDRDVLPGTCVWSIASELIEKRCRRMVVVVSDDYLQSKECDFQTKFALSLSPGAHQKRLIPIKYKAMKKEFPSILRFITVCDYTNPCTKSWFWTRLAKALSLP
# Target sequence (Q9NR96 whole entry, looked up): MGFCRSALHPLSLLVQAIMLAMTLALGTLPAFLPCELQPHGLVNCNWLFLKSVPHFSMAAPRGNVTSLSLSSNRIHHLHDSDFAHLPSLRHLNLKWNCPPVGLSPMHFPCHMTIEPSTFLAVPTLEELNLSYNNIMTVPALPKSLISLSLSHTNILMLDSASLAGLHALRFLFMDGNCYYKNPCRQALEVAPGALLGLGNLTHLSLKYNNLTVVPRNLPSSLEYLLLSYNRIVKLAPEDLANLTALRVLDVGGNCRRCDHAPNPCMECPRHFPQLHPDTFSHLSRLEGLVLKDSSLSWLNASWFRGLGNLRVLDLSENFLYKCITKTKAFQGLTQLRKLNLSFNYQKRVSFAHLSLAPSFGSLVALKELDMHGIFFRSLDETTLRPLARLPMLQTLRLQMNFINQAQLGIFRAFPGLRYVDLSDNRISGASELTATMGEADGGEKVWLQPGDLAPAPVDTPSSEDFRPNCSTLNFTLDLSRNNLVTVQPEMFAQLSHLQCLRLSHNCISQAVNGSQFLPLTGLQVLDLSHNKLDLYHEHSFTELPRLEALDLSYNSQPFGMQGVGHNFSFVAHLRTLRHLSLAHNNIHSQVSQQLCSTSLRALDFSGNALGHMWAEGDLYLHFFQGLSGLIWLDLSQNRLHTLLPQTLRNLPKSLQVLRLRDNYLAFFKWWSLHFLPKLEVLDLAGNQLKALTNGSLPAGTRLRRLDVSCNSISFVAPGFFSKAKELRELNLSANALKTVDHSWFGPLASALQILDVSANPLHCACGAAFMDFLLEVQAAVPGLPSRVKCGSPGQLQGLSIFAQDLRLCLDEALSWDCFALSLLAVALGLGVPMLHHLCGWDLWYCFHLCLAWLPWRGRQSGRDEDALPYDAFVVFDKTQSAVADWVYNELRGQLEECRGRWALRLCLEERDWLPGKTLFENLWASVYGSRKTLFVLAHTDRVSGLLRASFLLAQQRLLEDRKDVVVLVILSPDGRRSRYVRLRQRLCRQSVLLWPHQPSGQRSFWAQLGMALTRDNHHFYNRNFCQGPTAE
# TROY NFkB inh: inhibitors of TROY-driven NF-kB signaling, primary screen, Q293 LMP1-TROYcd cells, NF-kB luciferase, uHTS; AID 1347056, 2019; actives 0.98% (n = 360,000); Q293 LMP1-TROYcd NF-kB luciferase reporter, 4 h; inhibition, % at 10 µM;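 active means compounds whose plate-normalised and pattern-corrected inhibition of the luciferase reporter signal at the single screening dose is 50% or more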
# TWEAK-Fn14 inh: inhibitors of TWEAK-Fn14 signaling, primary screen, luciferase reporter cells, uHTS. TWEAK-stimulated Fn14 reporter cells, luciferase luminescence, 8 h. inhibition, % at 10 µM. actives 2% (n = 360,000). AID 1159606, 2016; in the data active means inhibition above about 50%
# SRC1 inh: SRC1 coactivator transcriptional activity inhibitors, primary screen, cell-based, luminescence. Nuclear receptor coactivator 1 (Homo sapiens), Q15788. HEK293 GAL4-SRC1 luciferase reporter. inhibition, % at 3.6 µM. actives 0.12% (n = 360,000). AID 588354, 2011;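 active means inhibition above the campaign mean plus 3 SD, with each screening campaign given its own cutoff, cut at about 60% in these data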;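 further: 0% = DMSO treated cells and 100% = gossypol at 36 µM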
# NOD2 RIPK2 PPI: NOD2-RIPK2 binding disruptors in cells, primary screen, fluorescence, CHO cells, BLA complementation; CCF4 ratio; inhibition, % at 4.98 µM; actives 0.38% (n = 360,000); in the data active means inhibition above about 21%;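 further: 0% = vehicle only and 100% = reference blocker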
# LMP1 NFkB inh: EBV LMP1-driven NF-kappaB luciferase reporter inhibitors, primary screen, cell-based, luminescence, single point; inhibition, % at 12.5 µM; actives 0.69% (n = 350,000); LMP1-induced NF-kappaB luciferase reporter cells; in the data active means inhibition above about 41%;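 further: 0% = neutral control wells and 100% = reference inhibitor control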
# C8 TRAIL sens: viability loss with TRAIL in NB7+C8 cells, primary screen, TRAIL sensitizer project, cell-based, ATPlite luminescence. inhibition (viability loss, TRAIL sensitization), % at 10 µM. actives 1% (n = 360,000). AID 624354, 2012;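 active means compounds causing at least 50% loss of cell viability in the single-dose screen, relative to plate controls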
# COUP-TFII inh: NR2F2 transcriptional activity inhibitors, primary screen, cell-based, luciferase reporter, HEK293T, luminescence. actives 0.7% (n = 370,000). inhibition, % at 8.6 µM. AID 686940, 2013. HEK293T NGFI-A luciferase reporter. COUP transcription factor 2 (Homo sapiens), P24468;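 active means inhibition above a per-plate cutoff, mean inhibition of test wells between control levels plus 3 SD, cut at about 38% in these data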;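 further: cells cotransfected with COUP-TFII expression vector driving the NGFI-A reporter; 0% = median of COUP-TF2 test wells and 100% = reporter-only cells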
# LRH-1 inv ag: LRH-1 (NR5A2) inverse agonists, primary screen, cell-based, luminescence, HEK293T, StAR-luciferase reporter; Nuclear receptor subfamily 5 group A member 2 (Homo sapiens), O00482; LRH-1 transfected, 24 h; inhibition, % at 3.6 µM; actives 0.13% (n = 360,000); AID 602396, 2012;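 active means inhibition above the mean inhibition of all tested compounds plus 3 SD, cut at about 73% in these data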;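 further: 0% = DMSO wells and 100% = reporter-only cells lacking LRH-1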
# NCOA2 inhibitor: inhibition of GAL4-SRC2 driven luciferase reporter, primary screen, SRC2 inhibitor project, cell-based, luminescence; inhibition, % at 9 µM; actives 0.17% (n = 370,000); HEK293 GAL4-SRC2 luciferase reporter; AID 651957, 2012; Nuclear receptor coactivator 2 (Homo sapiens), Q15596;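 active means inhibition above the mean inhibition of all tested compounds plus 3 SD, set per campaign, cut at about 52% in these data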;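 further: 0% = DMSO treated cells and 100% = cells given Gossypol at 36 µM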
# NCOA3 inh: SRC3 coactivator transcriptional activity inhibitors, primary screen, cell-based, luminescence | HEK293 GAL4-SRC3 luciferase reporter | inhibition, % at 3.6 µM | actives 0.17% (n = 360,000) | AID 588352, 2011;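 active means inhibition above a per-campaign cutoff, the mean of all compounds plus 3 SD, cut at about 60% in these data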;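 further: 0% = DMSO-treated cells and 100% = gossypol-treated cells at 36 µM; higher means less SRC3-driven luciferase light from the GAL4 reporter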
# An asterisk follows results filed as active; x = no result given. This is a subset, so the mix of outcomes need not match the whole.
# Start of the listing, in advance:
SMILES,TLR9-MyD88 inh,TROY NFkB inh,TWEAK-Fn14 inh,SRC1 inh,NOD2 RIPK2 PPI,LMP1 NFkB inh,C8 TRAIL sens,COUP-TFII inh,LRH-1 inv ag,NCOA2 inhibitor,NCOA3 inh
COc1ccc(CCN=C(N)Nc2nc(C)cc(C)n2)cc1,14,-1,0,14,4,2,0,32,5,3,32
S=C(NCCc1ccccc1)N1CCN(C2CCCCC2)CC1,-2,-10,-14,-26,-2,-9,0,6,-17,-15,18

# All compounds of this part, repeating the preview:
SMILES,TLR9-MyD88 inh,TROY NFkB inh,TWEAK-Fn14 inh,SRC1 inh,NOD2 RIPK2 PPI,LMP1 NFkB inh,C8 TRAIL sens,COUP-TFII inh,LRH-1 inv ag,NCOA2 inhibitor,NCOA3 inh
COc1ccc(CCN=C(N)Nc2nc(C)cc(C)n2)cc1,14,-1,0,14,4,2,0,32,5,3,32
S=C(NCCc1ccccc1)N1CCN(C2CCCCC2)CC1,-2,-10,-14,-26,-2,-9,0,6,-17,-15,18
COc1ccc(C(=S)N2CCN(c3ccccc3Cl)CC2)cc1OC,2,21,-11,11,-12,-2,12,9,-13,9,-2
CC(c1nnc(SCC(=O)Nc2sccc2C#N)n1-c1ccc(Cl)cc1)N(C)C (configuration not stated),-1,-4,-1,-40,-5,0,-11,-5,5,-8,17
NS(=O)(=O)c1ccc(CCNC(=O)CSc2ccsc2[N+](=O)[O-])cc1,1,-8,27,4,-2,-1,1,5,-1,-10,1
N/C(=N\OC(=O)CCC1CCCC1)c1ccccn1,-6,-24,10,-102,0,-21,-1,-16,-126,-108,-99
COc1ccc(N(C)S(=O)(=O)c2cccc(C(=O)N3CCN(Cc4ccc5c(c4)OCO5)CC3)c2)cc1,-4,13,3,-6,11,5,3,-7,-7,-13,9
CCOc1ccccc1OCCCC(=O)N1CCN(S(=O)(=O)c2ccc(C)cc2C)CC1,2,-21,-15,8,-6,-7,34,18,-5,1,-1
O=C(CN(Cc1ccccc1)S(=O)(=O)c1ccccc1)N/N=C/c1ccc([N+](=O)[O-])cc1,1,2,2,6,4,-10,-4,-10,15,19,7
CC1(C)C(=O)Nc2ccccc2N1C(=O)COC(=O)c1cccnc1,0,-5,6,9,-9,-1,-23,15,-18,16,-10
CN(C)C(CNC(=O)Nc1cccc(Cl)c1)c1cccnc1 (configuration not stated),6,10,-7,4,-5,-2,-5,-9,-14,10,2
O=C(CSc1nc(C2CCCCC2)n(-c2ccccc2)n1)NCCN1C(=O)CSC1=O,0,5,-5,2,-14,-8,4,-16,8,20,9
CCC(C)n1nnc2c(=O)oc3ccccc3c21 (configuration not stated),1,7,0,11,0,0,-6,x,0,x,-20
O=Cc1cn(CC(=O)N2CCCc3ccccc32)c2ccccc12,-4,3,14,-47,0,-1,-4,18,14,-7,-8
CCOC(=O)C1=CN(Cc2cccc(Br)c2)S(=O)(=O)NC1C (configuration not stated),-1,-2,-4,3,2,-6,-13,-1,-2,0,11
O=C(Oc1ccc(-c2ccccc2)cc1)N1CCOCC1,-17,-43,-25,-75,3,-16,12,-39,-125,-32,-59
CC(CNc1nc2ccccc2n2cnnc12)c1ccccc1 (configuration not stated),-4,8,-4,-25,-9,-7,-9,-4,-13,-19,14
O=C(NCCc1ccc(Cl)cc1)C1CCN(C(=O)c2sccc2-n2cccc2)CC1,9,x,1,7,4,1,0,-2,3,-1,7
O=[N+]([O-])c1ccc(CN2CCSCC2)cc1,8,0,-12,9,-10,-4,19,13,-7,-37,4
CCN(CC)C(=O)CN(c1cccc(OC)c1)S(=O)(=O)c1ccc(C)cc1,8,-3,13,-1,1,-1,-8,-10,-18,-5,10
COc1ccc(N=Nc2ccc(N)nc2N)cc1,-10,-104,15,-111,6,-47,0,-44,-137,-64,-105
Cc1ccc(C(=O)NCCCn2ccnc2)cc1C,x,-6,-1,-13,-8,x,22,-11,8,-10,16
Cc1cc(Oc2ccc(C(C)(C)C)cc2)nc(N2CCOCC2)n1,-3,-36,-1,7,-5,-6,9,-8,14,-14,0
OCCC1CN(Cc2ccc(F)cc2Cl)CCN1CCc1ccccc1 (configuration not stated),-7,10,14,13,-2,-3,1,-4,9,12,-8
CC(=O)c1cccc(NC(=O)COC(=O)[C@@H](NC(=O)OCc2ccccc2)C(C)C)c1,-4,1,-9,7,-9,2,-1,-8,-4,-14,5
CC(C)(C)NC(=O)COC(=O)CCC(=O)c1cccs1,-6,9,10,8,-8,1,-2,8,-4,-8,7
Cc1nc(SCC#N)c2c3c(sc2n1)CCC3,12,-5,-12,-11,6,11,-29,2,3,15,7
CCCc1nc2cc(Cl)c([N+](=O)[O-])cc2o1,3,-8,-3,3,-16,3,-6,-23,11,-51,17
C=CCNC(=O)C(C)Sc1ccc(Cl)cc1 (configuration not stated),-7,2,2,-6,7,6,0,11,13,-6,7
COc1ccc(C)cc1N(CC(=O)NCCN1CCOCC1)S(=O)(=O)c1ccccc1,-1,2,4,-6,-5,-1,-6,-9,-9,-27,-12
O=C1OC(=O)c2c(Br)c(Br)c(Br)c(Br)c21,-2,2,-2,-9,-8,-6,-1,16,4,-13,4
CC1(C)Oc2ccccc2OC1(O)c1ccc2ccccc2n1 (configuration not stated),3,0,9,3,-4,-1,17,-11,-11,1,-8
Cc1ccc(N(Cc2cc3ccc(C)cc3[nH]c2=O)S(C)(=O)=O)c(C)c1,4,16,-10,-14,-6,-8,-5,21,11,-8,13
Cc1ccc2nc(NC(=O)c3ccc(NS(=O)(=O)c4cccs4)cc3)sc2c1,-2,-25,-6,-33,-7,-12,5,-32,-44,-77,-16
Cn1c(N)c(C(=O)COC(=O)CCCN2C(=O)c3ccccc3C2=O)c(=O)n(C)c1=O,6,1,13,19,-3,-2,1,8,-10,-9,10
CC(C)[C@H](NC(=O)Nc1ccccc1F)C(=O)O,-3,6,19,12,3,8,-9,4,9,8,-4
COc1ccc(CNC(=O)CCc2ccc(S(=O)(=O)N3CCCCCC3)cc2)cc1OC,7,2,-8,8,-13,12,8,8,7,31,-17
COc1cc2cc(C(=O)N3CCN(Cc4ccc5c(c4)OCO5)CC3)[nH]c2cc1OC,-15,28,-14,-11,-4,5,-11,0,7,-6,4
Cc1cccc(OCCCn2c(=O)oc3ccccc32)c1,1,-24,-25,-54,-5,-12,-3,-25,-38,-23,-7
Cc1ccc(S(=O)(=O)N2CCC(C(=O)NCCCN3CCOCC3)CC2)cc1C,-7,-9,7,-13,4,-4,2,-4,6,-15,-11
O=C(c1ccc(CS(=O)(=O)c2ccc(Br)cc2)o1)N1CCN(C2CCCCC2)CC1,-8,-9,-15,-17,2,-9,-12,-5,-46,8,-8
CCCCCNC(=O)C(c1ccc(OC)cc1)n1c(=O)c(-c2ccco2)nc2ccccc21 (configuration not stated),x,x,x,x,0,x,18,21,1,-5,x
Cc1cc(Br)ccc1NC(=O)CNC(=O)c1cnn(C)c1,8,-30,2,-27,-19,3,-15,-21,-7,4,15
Cn1c(=O)c2cc(NC(=O)NCCc3ccccc3)ccc2n1Cc1ccc(F)cc1,x,-5,-14,-2,-8,x,-12,-17,-26,-18,-10
CCN(CC)CCN(C(=O)c1ccc(C(=O)c2ccccc2)cc1)c1nc2c(OC)cccc2s1,-4,-6,9,-11,10,5,7,9,14,0,1
CN(C)c1ccc(C2CC(=O)OC3=C2C(=O)CC(C)(C)C3)cc1 (configuration not stated),5,6,1,0,4,-5,-4,5,-2,-15,8
Cc1ccc(S(=O)(=O)N2CCCN(C)c3nc4ccccc4nc32)cc1,-13,-7,15,-7,-8,-2,-7,-1,8,-40,-13
CS(=O)(=O)Nc1ccc(S(=O)(=O)N2CCCCCC2)cc1,1,-8,-1,-9,-6,2,1,-13,-3,-9,-14
Cc1ccc(-n2nc(C)c(NC(=O)CCl)c2C)cc1,3,6,10,-158,-11,-67,9,-21,46,-80,-137
Cc1oc(=O)c(NC(=O)c2ccccc2)cc1C(N)=O,x,1,-19,-6,-6,-11,-24,-17,14,-18,11
Cc1ccc(-n2c(C(C)C)nc3oc4ccccc4c(=O)c3c2=O)cc1,3,-10,-12,-101,-5,-63,32,-50,-100,-37,-106
COc1ccc(N2CCN(C(=O)NCc3ccc(OC)c(Cl)c3)CC2)cc1,-8,9,5,-26,3,6,-4,12,-8,-20,-1
Fc1cc(F)c(C2SCCN2C(=S)Nc2cccc(C(F)(F)F)c2)c(F)c1 (configuration not stated),-5,11,20,-10,-4,4,-1,3,2,-18,24
O=C1C=C(c2c(O)ccc3ccccc23)c2ccccc2C1=O,-5,49,102*,-10,21*,12,86*,58*,9,-35,8
CCCn1nnc(NC(=O)c2ccco2)n1,-7,-16,4,-1,-8,1,13,-18,-23,-15,-13
CC1(C)OC2CCN3C(C(O)COS3(=O)=O)C2O1 (configuration not stated),3,-28,-10,-5,-4,2,-6,-4,-5,1,8
CCC(C)[C@H](NC(=O)[C@@H]1Cc2c([nH]c3ccccc23)C2c3ccccc3C(=O)N21)C(=O)N1CCC[C@@H]1C(=O)O (some centres not stated),-63,4,17,-2,-6,-13,3,12,-9,8,-3
COc1ccccc1NC(=O)CN1CCN(CC(=O)Nc2ccc3c(c2)OCO3)CC1,1,8,-10,-35,-5,7,4,-3,56,-3,4
COc1ccc(-c2noc(CCC(=O)Nc3cccnc3)n2)cc1,-8,-14,-25,-16,-8,x,9,1,-8,8,-33
COc1ccc(CCN(C(=O)c2ccc(F)cc2)C2=CC3CCC(C2)N3C)cc1OC (configuration not stated),-6,-5,68*,0,-2,-2,-2,-22,-8,-17,-18

# Other results follow:
SMILES,TLR9-MyD88 inh,TROY NFkB inh,TWEAK-Fn14 inh,SRC1 inh,NOD2 RIPK2 PPI,LMP1 NFkB inh,C8 TRAIL sens,COUP-TFII inh,LRH-1 inv ag,NCOA2 inhibitor,NCOA3 inh
CCN1CCN(CCCNC(=O)c2cc3sccc3n2CC)CC1,2,0,3,-43,5,1,-1,1,-11,9,-1
CCOc1ccc(C(=O)Nc2ccc(CN3CCOCC3)cc2)cc1Br,2,-13,-8,11,-3,2,10,9,-14,-6,14
CCOP(=O)(OCC)c1nc(-c2ccc(OC)cc2)oc1N1CCOCC1,-6,-2,-26,3,-6,3,35,-3,2,-25,12
COc1ccc(NC(=O)[C@@H]2[C@@H]3C(=O)N(C4CCCCC4)C(=O)[C@@H]3C3c4ccccc4C=CN32)cc1 (some centres not stated),-12,-5,-4,-7,-11,2,-6,5,14,-3,15
CC(=O)NC1(C)CCC2CC1C(C)=NC2(C)C (configuration not stated),x,13,4,6,-3,x,-3,-2,25,12,12
